PDI turbidity: inhibitors of human protein disulfide isomerase | P07237 | PDI insulin aggregation turbidity, A650, 90 min | inhibition, % at 10 µM | 350,000 compounds, 0.052% hits | AID 588391;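 active = mean inhibition across replicates of 30% or more, whatever share of single replicates reach that level; inconclusive = mean inhibition below 30% while every single replicate reaches 30%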;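 also: absorbance from insulin aggregation driven by PDI reduction with DTT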
Target sequence (P07237 whole entry, looked up): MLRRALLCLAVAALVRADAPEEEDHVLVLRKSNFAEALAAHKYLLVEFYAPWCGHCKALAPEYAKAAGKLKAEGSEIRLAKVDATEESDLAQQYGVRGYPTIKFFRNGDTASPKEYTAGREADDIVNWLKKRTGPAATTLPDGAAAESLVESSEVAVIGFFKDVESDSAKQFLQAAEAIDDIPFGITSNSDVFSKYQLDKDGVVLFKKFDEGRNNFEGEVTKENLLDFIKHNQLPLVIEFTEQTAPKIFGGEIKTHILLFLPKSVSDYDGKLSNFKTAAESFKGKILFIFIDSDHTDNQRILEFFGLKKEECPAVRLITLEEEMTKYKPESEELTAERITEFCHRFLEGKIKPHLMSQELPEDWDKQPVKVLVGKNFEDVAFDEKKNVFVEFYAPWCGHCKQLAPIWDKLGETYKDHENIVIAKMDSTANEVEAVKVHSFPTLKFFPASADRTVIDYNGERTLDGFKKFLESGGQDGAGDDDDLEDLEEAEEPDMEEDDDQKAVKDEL
Vif inh: inhibitors of HIV Vif | HEK293T cells, Vif self-association by quenched fluorescence, imaging, 24 h | inhibition, % at 7.49 µM | 340,000 compounds, 0.35% hits | AID 602346; in the data active = inhibition above about 50%, passing the limit was not always enough; inconclusive = no clear call, values can overlap the other calls; inactive = below about 31%; also: some results filed as inactive read as strong as hits
aDG glyco act: alpha-DG glycosylation activation; Pro5-aDG cells, alpha-DG glycosylation AlphaScreen (IIH6); 0% Pro5, 100% B10-LARGE cell signal; 360,000 compounds, 0.22% hits; activation, % at 10 µM; AID 624168;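 active = activation of at least 8% versus controls, or a plate z-score of at least 8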;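 also: Pro5 are CHO cells carrying HIG-tagged alpha-DG that lacks glycosylation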
HTR2A ag: activates the mouse 5-HT2A serotonin receptor; P35363; CHO-K1 mHTR2A beta-arrestin complementation, luminescence; percent of 30 µM serotonin response; activation, % at 7.6 µM; 360,000 compounds, 0.66% hits;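 active = activation above a run cutoff, the mean activation of all tested compounds plus 3 SD, cut at about 14% in these data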;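 also: 0% = plate median of compound wells and 100% = 30 µM serotonin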
Target sequence (P35363 whole entry, looked up): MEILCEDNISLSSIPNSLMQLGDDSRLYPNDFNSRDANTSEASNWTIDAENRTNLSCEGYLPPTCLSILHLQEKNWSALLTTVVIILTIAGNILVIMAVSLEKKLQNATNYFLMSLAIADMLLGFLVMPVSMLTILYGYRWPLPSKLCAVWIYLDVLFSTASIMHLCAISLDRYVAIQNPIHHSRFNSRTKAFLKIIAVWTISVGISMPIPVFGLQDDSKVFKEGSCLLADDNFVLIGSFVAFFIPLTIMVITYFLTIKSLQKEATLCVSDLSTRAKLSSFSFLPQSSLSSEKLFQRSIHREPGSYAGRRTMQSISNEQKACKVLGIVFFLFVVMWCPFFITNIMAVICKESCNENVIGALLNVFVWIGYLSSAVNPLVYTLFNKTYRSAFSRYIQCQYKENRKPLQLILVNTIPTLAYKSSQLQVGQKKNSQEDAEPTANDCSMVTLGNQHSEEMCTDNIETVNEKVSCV
Glyco luc inh: N-linked glycosylation inhibition. reporter increase, % at 12.5 µM. D54 ERlucT glycosylation luciferase reporter, 24 h; percent of 100 nM tunicamycin response. 360,000 compounds, 0.23% hits;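 active = mean luciferase reporter signal, scaled so untreated is 0 and the glycosylation-blocking control 100, at or above a set limit in every replicate; inconclusive = mean reaches the limit but not every replicate does; inactive = mean below the limit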;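 also: luciferase carries N-glycosylation sites so blocking glycosylation raises the light; 0% = median of neutral control wells and 100% = median of 100 nM tunicamycin wells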
MC4R barr agon: agonists of human melanocortin 4 receptor (MC4R) beta-arrestin; U2OS MC4R beta-arrestin complementation, luminescence; percent of melanotan II response, DMSO zero; P32245; activation, % at 8.9 µM; AID 540308; 360,000 compounds, 0.98% hits;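 active = activation above a per-plate cutoff, the mean activation of sample wells on that plate plus 3 SD, cut at about 8% in these data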
H9c2 protect: modulators protecting cardiomyocytes from myocardial damage; protection from H2O2 cell death, % at 20 µM; H9c2 cardiomyocytes, H2O2 injury protection, ATPLite, 2 h; 360,000 compounds, 0.63% hits;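 active = compounds giving at least 50% protection of heart cells from peroxide-induced death in the single-dose screen, raw or plate-pattern-corrected value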;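 also: 0% = DMSO wells with peroxide and 100% = DMSO wells without peroxide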
MC4R antag cAMP: human MC4R antagonism in cAMP assay; MC4R-expressing cells, MTII-stimulated cAMP, LANCE TR-FRET; inhibition, % at 6.5 µM; 360,000 compounds, 0.48% hits; AID 540295;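 active = inhibition above its plate's cutoff, the mean of tested wells on that plate plus 3 SD, cut at about 29% in these data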;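 also: 0% = Melanotan II alone and 100% = Melanotan II plus saturating MCL0020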
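System: U2OS cells stably expressing human melanocortin 4 receptor (MC4R). Reagent: Melanotan II challenge after compound preincubation. Doses: 6.5 µM. Times: 30-min compound, 1-h challenge, 1-h detection, room temperature. Measured by: TR-FRET with Eu-cAMP and labeled anti-cAMP, 671 nm. Replicates: singlicate.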
ABCB6 inh MLPCN: blocks the human ABCB6 transporter. K562-ABCB6 porphyrin accumulation, flow cytometry, 1 h; stronger effect = lower value. 360,000 compounds, 0.19% hits. Q9NP58. fluorescence ratio to DMSO, % at 10 µM;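 active = fluorescence ratio to DMSO below 75%, the collection mean minus 3 SD; inconclusive = too few cells collected in the well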;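 also: signal is porphyrin accumulated inside mitochondria; 100% equals median channel fluorescence of DMSO control wells; lower ratio means ABCB6 inhibition with less porphyrin fluorescence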
CaV13 FRET inh: Primary screen for inhibitors of IQ motif and Ca2+-dependent inactivation inhibitor domain binding in CACNA1D, Förster resonance energy transfer in living cells, … | inhibition, % at 12.3 µM | 340,000 compounds, 0.098% hits | HEK cells, CFP/YFP FRET ICDI-IQ, plate reader, 10 min; percent FRET-ratio fall versus neutral wells;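 active = mean replicate inhibition of at least 30% and at least 1% of replicates passing that level; inconclusive = only one of the two criteria is met; inactive = neither criterion is met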;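 also: 0% = median of the neutral control wells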
* hit, by the source's call; ? = inconclusive; · = no result given.

SMILES | PDI turbidity | Vif inh | aDG glyco act | HTR2A ag | Glyco luc inh | MC4R barr agon | H9c2 protect | MC4R antag cAMP | ABCB6 inh MLPCN | CaV13 FRET inh
CCN1C[C@@H]2[C@@H]3C(=O)N(C)C(=O)[C@@H]3[C@](Cc3ccccc3)(C1=O)N2C(=O)c1ccc(Cl)cc1 | 0 | -4 | 0.0 | -1 | 1 | -0.4 | 2 | 0 | 97 | -10
O=C(C1CCC(=O)N(C2CC2)C1)N(CCO)Cc1ccccc1 (centres undefined) | -1 | -3 | -0.2 | 11 | 3 | -1.3 | -2 | 5 | 107 | -3
CC(=O)c1ccc(OCC(=O)NC2CCS(=O)(=O)C2)cc1 (centres undefined) | 7 | 5 | -0.1 | -3 | -1 | -1.1 | 3 | 3 | 100 | -4
O=C1N(Cc2cccnc2)C[C@@H]2C[C@@H](c3cccc(OC4CCCC4)c3)N3CCC[C@@]123 | -2 | 16 | 0.2 | 2 | -2 | -0.4 | -1 | -6 | 104 | -3
CC(C)c1ccc(/C=N/NC(=O)c2nnn(-c3nonc3N)c2CN2CCOCC2)cc1 | -5 | 6 | 0.3 | -6 | 2 | -0.1 | 0 | -1 | 94 | -5
O=C(NCCCN1CCOCC1)C(C(=O)NCCCN1CCOCC1)c1ncc(C(F)(F)F)cc1Cl | 0 | 6 | -0.2 | -2 | 0 | -1.6 | 0 | -4 | 101 | 3
Cc1cccc(N2CCN(CC(=O)Nc3ccc(-n4cnnn4)cc3)CC2)c1C | -3 | 0 | 0.9 | 2 | 1 | 0.6 | 1 | 12 | 98 | ·
Cc1sc2ncnc(SCC(=O)NC(C)(C)C)c2c1C | 6 | -9 | 0.2 | 7 | -2 | -0.2 | 1 | 14 | 99 | -5
Cc1cc(NC(=O)CSc2nnc(C)n2C)no1 | 3 | -4 | -0.1 | 2 | 1 | -0.9 | -5 | 4 | 104 | -3
O=C(c1ccc(Cn2cc(Cl)cn2)o1)N1CCN(Cc2ccc3c(c2)OCO3)CC1 | 4 | -5 | 0.1 | 7 | -4 | -1.0 | 4 | 6 | 95 | ·
CC1CCCCN1c1nnc(NC(=O)Cn2c(=O)oc3ccccc32)s1 (centres undefined) | -10 | · | -0.2 | 6 | 5 | 0.0 | -9 | 8 | 100 | -9
O=C(CNc1ccc2c(c1)OCO2)N/N=C\c1ccccc1Cl | -4 | -6 | -0.2 | -4 | 5 | 2.4 | -4 | -3 | 93 | -17
COc1ccc2nc(NC3=NC(c4ccccc4)CC(=O)N3)nc(C)c2c1 (centres undefined) | 0 | -2 | 0.0 | -2 | 2 | -0.8 | 24 | -1 | 104 | -3
Cc1cccc2sc(N(CCN(C)C)C(=O)C3CCN(S(=O)(=O)c4cccs4)CC3)nc12 | -1 | -2 | 0.1 | -6 | -3 | -0.4 | 21 | 10 | 89 | -2
C=CCc1ccc(OCCOc2cccc(/C=N/n3cnnc3)c2)c(OC)c1 | 2 | · | 1.2 | -4 | -9 | 2.5 | 9 | -10 | 95 | -7
CC(=O)N1N=C(c2ccncc2)OC12CCCCCC2 | -2 | 3 | -0.2 | 2 | 0 | 3.0 | 1 | 14 | 103 | -8
Cc1ccc(C)c(NC(=S)Nc2ncccc2C)c1 | 8 | 20 | 0.5 | 2 | 2 | -1.2 | -9 | 9 | 99 | -6
CC(C)OC(=O)c1cc2c(ccn2-c2ccc(F)cc2)n1CC(=O)N1CCN(C(=O)c2ccco2)CC1 | 4 | · | -0.1 | 6 | -1 | 0.8 | 49 | 10 | 95 | -3
O=C(NCC1CCCO1)c1cc(-c2ccc(Cl)cc2Cl)on1 (centres undefined) | -4 | 7 | 0.0 | 2 | -6 | -1.4 | -32 | 0 | 100 | -4
Cc1ccc(/C=N/NC(=O)c2nnn(-c3nonc3N)c2C)o1 | -2 | -7 | 0.0 | -3 | 0 | -3.6 | 1 | -3 | 93 | ·
O=C1[C@H](Cc2ccccc2)NCC=CC[C@H](c2ccc(Cl)cc2)N1Cc1ccccc1 | 5 | 4 | 0.3 | -1 | -2 | 8.6* | 8 | 12 | 100 | -5
CCN(CC)S(=O)(=O)c1ccc(N2C(=O)Nc3ccccc3N2O)cc1 | -4 | -4 | 0.0 | -2 | 2 | -1.5 | -4 | 7 | 99 | -5
COc1ccccc1CNc1cc(-c2ccccc2)ccc1OC | 2 | 7 | -0.2 | -7 | -2 | -1.8 | -9 | -2 | 96 | -5
CCOc1ccccc1C1CC(c2ccccc2)Nc2nc(N)nn21 (centres undefined) | · | 24 | 0.3 | 3 | 1 | 0.2 | -8 | 8 | 97 | 1
O=C(O)c1ccccc1C1Nc2ccccc2C(=O)N1CCCN1CCOCC1 (centres undefined) | -17 | -5 | 0.0 | 7 | 0 | -1.0 | 1 | 1 | 101 | -5
CCCCn1nc(C(=O)N(CCOC)c2c(N)n(CCCC)c(=O)[nH]c2=O)c2ccccc2c1=O | 0 | -3 | 1.3 | 1 | 1 | 0.2 | 8 | 5 | 102 | -5
CN1C(=O)C(N=Nc2ccccc2C(=O)O)N(C)C1=S (centres undefined) | -2 | 8 | 0.3 | 0 | 1 | -3.0 | -1 | -1 | 93 | -3
Cc1cccnc1NC(=O)c1ccc(S(=O)(=O)N2CCCCC2)cc1 | -2 | 0 | 0.0 | -4 | -3 | -5.2 | 6 | 0 | 99 | ·
CCOC(=O)CSc1ncc(-c2ccccc2)cn1 | 2 | -4 | 0.0 | -4 | 1 | -0.7 | 9 | 10 | 97 | -3
O=C(NCCc1c[nH]c2ccccc12)C(=O)NCC1OCCN1S(=O)(=O)c1ccc(Cl)cc1 (centres undefined) | · | 4 | 0.0 | -3 | -3 | -0.6 | -7 | 11 | 90 | -7
CCN1CCC(O)(C(C(=O)OC)c2ccccc2)CC1 (centres undefined) | 5 | 7 | 0.0 | -8 | 0 | -1.2 | 2 | 9 | 97 | -3
Cc1cc([N+](=O)[O-])nn1CCCC(=O)Nc1cccnc1Cl | 0 | 1 | -0.1 | 6 | 0 | 0.4 | 9 | 3 | 98 | -7
O=C(COC(=O)C1(c2ccccc2)CC1)NNC(=O)c1ccccc1F | -1 | 12 | 0.1 | 2 | 1 | -0.3 | 2 | 7 | 98 | -4
Cc1ccccc1-c1nc(CN2CCC(C(=O)NCc3ccco3)CC2)c(C)o1 | 5 | -32 | -0.1 | -3 | -2 | -0.1 | 6 | 0 | 96 | ·
CCCNc1c(NS(=O)(=O)c2ccc3c(c2)CCCC3)c(=O)oc2ccccc12 | -3 | -2 | -0.1 | 10 | 2 | 14* | 0 | 6 | 98 | ·
O=C(CN1C(=O)c2cccc([N+](=O)[O-])c2C1=O)N1CCN(S(=O)(=O)c2ccccc2)CC1 | 14 | ? | 0.1 | 7 | 1 | -1.6 | 0 | 13 | 99 | -5
Cc1ccc(N(CC(=O)Nc2cccc(Cl)c2C)S(C)(=O)=O)cc1 | -24 | -3 | 0.0 | -2 | -1 | -1.0 | -4 | 1 | 96 | -6
CCCc1cc(=O)[nH]c(SCC(=O)Nc2c(C)n(C)n(-c3ccccc3)c2=O)n1 | 1 | 15 | -0.1 | 0 | 2 | -2.3 | -3 | 4 | 102 | -6
O=C(N/N=C/c1ccncc1)c1cccs1 | 1 | 1 | -0.1 | -5 | 0 | -2.3 | 9 | 1 | 96 | ·
O=C(Nc1ccc(-n2cnnn2)cc1)c1cccc(S(=O)(=O)N2CCCC2)c1 | -1 | · | 0.0 | 3 | -3 | -1.3 | -8 | 4 | 98 | -3
CC1CCCN(C(=O)C2(NC(=O)Nc3cccc(F)c3)CCCCC2)C1 (centres undefined) | -1 | -4 | -0.3 | 1 | -4 | 0.7 | 0 | 16 | 101 | -7
COc1ccccc1-n1c(SCC(=O)N2CCOCC2)nc2ccccc2c1=O | -2 | 2 | -0.1 | -1 | -4 | 1.1 | 3 | -2 | 95 | -2
O=C(Nc1ccccc1)C1=C[C@H](c2ccccc2)C[C@H](OCc2ccc(CO)cc2)O1 | 11 | -4 | 0.6 | -4 | -2 | 0.3 | -3 | -3 | 96 | -9
CCOc1ccccc1/C=N/NC(=O)c1ccc(Cn2cc([N+](=O)[O-])cn2)o1 | 22 | 7 | -0.2 | -5 | 0 | -1.1 | 20 | 8 | 99 | ·
O=C(c1cnn(-c2ccccc2)c1)c1ccc2ccccc2c1O | -6 | -1 | -0.3 | 1 | 2 | 3.2 | -20 | 3 | 95 | -5
Cc1nn(CC(=O)Nc2ccc(S(=O)(=O)N(C)C)cc2)c(C)c1[N+](=O)[O-] | 12 | 4 | -0.1 | 4 | 2 | 0.4 | 13 | 14 | 98 | -3
CCNc1nc(NCC)nc(OCCNS(=O)(=O)c2ccccc2)n1 | 4 | -5 | -0.1 | -4 | 2 | 0.4 | -1 | 9 | 99 | 1
O=C(c1ccc(C(F)(F)F)cc1)n1ccc(-c2cccs2)n1 | -10 | 2 | 1.2 | -4 | 2 | -0.3 | 1 | 2 | 101 | 1
CCOC(=O)N1CCN(C(=S)Nc2ccccc2C(C)C)CC1 | 5 | 2 | 0.2 | 1 | 2 | -0.3 | -5 | 2 | 94 | 1
O=C(CSc1nc2ncccc2[nH]1)NCc1ccccc1 | -5 | 2 | -0.1 | -3 | 2 | -1.0 | -2 | 22 | 95 | -7
COc1cc2c(cc1OC)C1=C(C#N)CCC(=NC(=O)c3ccco3)N1CC2 | 2 | 43 | 0.1 | 9 | 1 | -1.8 | 5 | 4 | 103 | -6
Cc1cc(NC(=NC2CC2)c2ccccc2)n(-c2ccccc2)n1 | 6 | -5 | -0.3 | 2 | -1 | -1.6 | 4 | 4 | 97 | 5
Cc1ccc([C@H]2C(C(=O)O)=CC[C@@H](c3ccc4c(c3)OCO4)N2S(=O)(=O)c2ccc(C)cc2)cc1 | 14 | 2 | 0.1 | -1 | -1 | 0.9 | 6 | 16 | 98 | -7
CC(=O)Nc1cccc(C(=O)OCC(=O)NCc2ccc(F)cc2)c1 | 1 | -3 | -0.2 | -1 | 1 | -1.4 | -3 | 12 | 106 | 3
Cc1ccnn1CC(=O)N/N=C/c1cn[nH]c1-c1ccc(F)cc1 | 8 | 24 | 0.0 | 0 | 1 | 0.3 | 3 | 0 | 98 | 7
Cc1ccc(N2C(=O)CC(n3nc(C)cc3C)C2=O)cc1 (centres undefined) | 8 | -6 | -0.2 | 1 | 0 | 0.9 | 4 | -3 | 84 | ·
CN(C)CCCN(Cc1cc2cc3c(cc2[nH]c1=O)OCCO3)C(=O)NC1CCCCC1 | -3 | 13 | -0.1 | 0 | 12 | -0.7 | -2 | 5 | 99 | -1
